TDP1 cell CPT: DT40-hTDP1 cell growth loss with CPT | chicken DT40 Tdp1-/-;hTDP1 cells + 20 nM CPT, ATP luminescence, 48 h | Potency, µM (highest dose often 46.2 µM), inactives show at the top dose activity change, negative = growth inhibition, most hits filed as inhibitors | 12% of 420,000 active | AID 686979; note: nearly all actives have a fitted effect of over 55% in size
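Chicken DT40 Tdp1-/- cells complemented with human TDP1, 400 cells/well, exposed to compounds plus 20 nM camptothecin for at least 48 h at 37 C; viability read as ATP content by CellTiter-Glo luminescence.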
GCN5L2 inh: inhibitors of human GCN5L2 histone acetyltransferase. 0.21% of 390,000 active. AID 504327. Potency, µM (series often up to 58.9 µM), without a hit: top-dose activity change, negative = inhibition, hits mostly inhibitors. Q92830. GCN5L2 HAT assay, ThioGlo1 CoA-SH fluorescence
Target sequence (Q92830 whole entry, looked up): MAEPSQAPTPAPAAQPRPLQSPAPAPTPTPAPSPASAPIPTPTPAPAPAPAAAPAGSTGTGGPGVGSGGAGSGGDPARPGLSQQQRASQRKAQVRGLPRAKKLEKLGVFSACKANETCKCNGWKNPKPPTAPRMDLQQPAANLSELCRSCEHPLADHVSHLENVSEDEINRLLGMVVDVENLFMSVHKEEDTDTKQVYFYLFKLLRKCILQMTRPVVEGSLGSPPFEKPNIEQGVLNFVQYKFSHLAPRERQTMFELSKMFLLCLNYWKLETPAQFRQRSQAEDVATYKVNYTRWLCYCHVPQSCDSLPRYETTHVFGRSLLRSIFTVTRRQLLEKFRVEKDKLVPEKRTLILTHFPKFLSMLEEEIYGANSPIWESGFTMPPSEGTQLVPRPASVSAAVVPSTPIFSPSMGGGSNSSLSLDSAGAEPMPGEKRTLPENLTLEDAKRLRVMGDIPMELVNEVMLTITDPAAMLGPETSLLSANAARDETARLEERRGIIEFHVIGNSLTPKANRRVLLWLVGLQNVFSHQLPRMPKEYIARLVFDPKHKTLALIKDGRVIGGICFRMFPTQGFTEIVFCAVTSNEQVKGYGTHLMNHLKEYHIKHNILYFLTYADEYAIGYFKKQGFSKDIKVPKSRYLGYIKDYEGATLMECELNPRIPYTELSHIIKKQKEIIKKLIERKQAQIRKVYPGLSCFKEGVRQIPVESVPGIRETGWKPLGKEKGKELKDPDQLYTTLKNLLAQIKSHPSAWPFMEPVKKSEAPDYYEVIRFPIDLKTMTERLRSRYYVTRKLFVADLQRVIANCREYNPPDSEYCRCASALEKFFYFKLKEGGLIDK
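Free CoA generated was detected with ThioGlo1 (50uM) fluorescence at Ex340nm/Em540nm, read immediately and after 20 min at room temperature. Enzyme, 20 nM in HEPES pH 7.5 buffer, saw compounds 15 min before adding 75uM H3(1-25) peptide and 70uM acetyl-CoA.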
TDP1 cell noCPT: qHTS for Inhibitors of human tyrosyl-DNA phosphodiesterase 1 (TDP1): qHTS in cells in absence of CPT. DT40 Tdp1-/- hTDP1 cells, no CPT, ATP luminescence, 48 h. Potency, µM (titrated, usually from 46.2 µM), for inactives: top-dose activity change, negative = growth inhibition, actives largely listed as inhibitors. 15% of 420,000 active; note: nearly all actives have a fitted effect of over 55% in size
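Readout: luminescence from CellTiter-Glo after 30 min in the dark at RT. Cells: DT40 Tdp1-/- with stable hTDP1, 400/well. Exposure: compounds alone, ≥48 hr, 37 °C.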
The depositor's hits bear a star; ? = inconclusive; . = no result given; & = joins results of further samples; [ ] = dose if it differs, or a comment. Calls come from the whole dose curve; as a rule, active = well fitted curve in the direction sought with a large enough effect; inconclusive = small, poorly fitted or top-dose-only effect, or another doubt; inactive = no such curve, though single readings can be large; an effect the other way counts as inactive or inconclusive. % is set by controls: 0 for no effect and ±100 for the full control effect; potency is the fitted concentration of half-maximal effect.

no. | Structure | TDP1 cell CPT | GCN5L2 inh | TDP1 cell noCPT
1 | COC(=O)c1ccc2nc(-c3ccco3)c(Cc3ccc(OC)cc3C)n2c1 | ? | . | ?
2 | Cc1ccc(CCNC(=O)CS(=O)Cc2nc(-c3ccccc3Cl)oc2C)cc1 (configuration not stated) | ? | -3%&0% | ?
3 | CCOc1ccccc1-n1c(SCC(N)=O)nnc1-c1ccco1 | -19% | -6% | 12%
4 | CCOc1ccc(C(=O)Cc2cc(OC)c(OC)cc2[N+](=O)[O-])cc1 | -2% | -2% | -9%
5 | Cc1c(OC(C)C(=O)NCCCN2CCOCC2)ccc2c3c(c(=O)oc12)CCCC3 (configuration not stated) | -14% | -9% | -4%
6 | CC1CC(C)CN(C(=O)CCNC(=O)Cn2cnc3ccccc3c2=O)C1 (configuration not stated) | 27% | 0% | -7%
7 | CCCCNS(=O)(=O)c1ccc2nc(-c3cccnc3)cc(C(=O)NC(C)CC)c2c1 (configuration not stated) | -13% | 0% | -11%
8 | COc1ccc(NC(=O)COC(=O)[C@@H](NC(=O)c2c(F)cccc2F)C(C)C)cc1 | -5% | -10% | ?
9 | O=C(Cc1ccc(Br)cc1)N(Cc1ccccc1)c1ccccn1 | -5% | -1% | -20%
10 | Cc1ccc(NC(=O)c2ccc(C)cc2)cc1 | 4% | 0% | -7%
11 | Cc1cccc(-n2nnc(-c3nc(-c4ccccc4)no3)c2N)c1C | -11% | 2% | -23%
12 | COc1ccc(S(=O)(=O)N2CCCCCC2)cc1NC(=O)c1ccccc1S(C)(=O)=O | -6% | -4% | -3%
13 | O=c1[nH]/c(=C/c2ccc3c(c2)OCO3)c(=O)[nH]/c1=C\c1ccc2c(c1)OCO2 | -5% | . | -27%
14 | O=S(=O)(c1ccc(SCc2ccccc2F)nc1)N1CCCC1 | -25% | -7% | -6%
15 | CCN(Cc1ccncc1)C(=O)c1cccs1 | -17% | -4% | -12%
16 | O=c1oc2c(CN3CCCCC3)c(O)ccc2c2c1CCCC2 | -22% | -6% | -26%
17 | C/C(Cl)=C\Cn1c(N2CCCC2)nc2c1c(=O)[nH]c(=O)n2C | -18% | -4% | -30%
18 | C[C@H](CO)N1C[C@H](C)[C@@H](CN(C)S(=O)(=O)c2ccccc2)Oc2ccc(NC(=O)Nc3ccccc3)cc2C1=O | -91% | -9% | ?
19 | CCC(C(=O)NCc1ccc(OC)c(OC)c1)n1nc(C)c2c(C)n(-c3ccc(C)cc3)nc2c1=O (configuration not stated) | 16µM* | -4% | 23µM*
20 | CNC(=O)c1ccccc1NC(=O)c1c(O)c2c([nH]c1=O)CCCC2 | -3% | 1% | -7%
21 | COc1ccc(/C=C\C(=O)O[C@@H]2C(O)C(O[C@@H]3OC(C)[C@H](O[C@@H]4OCC(O[C@H]5O[C@H](CO)[C@@H](O)C(O)C5O)C(O)C4O)C(O)C3O)[C@H](OC(=O)[C@]34CCC(C)(C)C[C@@H]3C3=CCC5[C@@]6(C)CC(O)C(O[C@@H]7OC(CO)C(O)[C@H](O)[C@H]7O)[C@@](C)(C(=O)O)C6CC[C@@]5(C)[C@]3(CO)CC4)O[C@H]2C)cc1 (some centres not stated) | 3.7µM* | -16% | 5.2µM*
22 | CC1(C2CC2)NC(=O)N(CC(=O)N2CCN(c3cccc(C(F)(F)F)c3)CC2)C1=O (configuration not stated) | 15µM* | -2% | 12µM*
23 | Cn1nc(C(=O)NCCOc2ccccc2)c2ccccc2c1=O | -8% | -2% | ?
24 | Cc1ccc2nc(N(CCCN(C)C)C(=O)COc3ccc(Cl)cc3)sc2c1 | ? | -2% | 21µM*
25 | CNC[C@H]1OCc2ccccc2-c2ccccc2C(=O)N([C@@H](C)CO)C[C@H]1C | 5% | . | -6%
26 | Cc1ccc(C(=O)NNC(=S)Nc2cccc(Cl)c2Cl)cc1[N+](=O)[O-] | -28% | -10% | ?
27 | Cc1cc(C)c2c(c1)C1(OCCO1)C(=O)N2 | 11% | -5% | 1%
28 | OC[C@@H]1CN(Cc2ccccc2)C[C@H](n2cnc3c(NCc4ccc(F)cc4)ncnc32)O1 | ? | . | ?
29 | O=S(=O)(c1cccc(C(F)(F)F)c1)N1CCN(c2nc(-c3cccs3)nc3ccccc23)CC1 | 4% | . | 4%
30 | COc1ccc(CCNC(=O)c2oc3ccccc3c2C)cc1 | ? | -2% | ?
31 | c1ccc2c(c1)CCN(c1nc3cc4c(cc3s1)OCO4)C2 | -25% | -24% | -20%
32 | Cc1c(C=O)c2ccccc2n1CCOc1ccccc1 | ? | 0% | ?
33 | CCCNC(=O)c1onc(CSc2cccc(OC)c2)c1C(=O)NCCC | -23% | -7% | -23%
34 | Cc1cccc(C)c1NC(=O)C(C)c1ccc(-c2ccccc2)c(F)c1 (configuration not stated) | 23µM* | . | 16µM*
35 | CC(C)CCNC(=O)CN(Cc1ccc2c(c1)OCO2)C(=O)Cn1nnc(-c2cccs2)n1 | -19% | -13% | -23%
36 | CC(=O)Nc1ccc(NC(=O)C2(C)Cc3c(-c4ccc5c(c4)OCO5)ccnc3O2)cc1 (configuration not stated) | 1% | . | -9%
37 | CC1=C(C(=O)Nc2cccc(C(=O)N3CCN(c4cccc(C(F)(F)F)c4)CC3)c2)SCCO1 | 15µM* | -22% | 26µM*
38 | O=C(O)c1ccc(NC(=O)c2ccc(Cl)cc2)c(NC(=O)c2ccc(Cl)cc2)c1 | 27% | -17% | 7%
39 | Cc1cc(C)n2nc(C(=O)Oc3ccc4c(c3)OCO4)nc2n1 | ? | 2% | -23%
40 | COC(=O)c1ccccc1NC(=S)N1CCC(N2CCCCC2)CC1 | -26% | -3% | -14%
41 | COc1ccccc1Cn1c(C2CC(=O)N(c3ccccc3OC)C2)nc2ccccc21 (configuration not stated) | ? | -1% | ?
42 | COc1ccc(/C=N/Nc2ncnc3c2[nH]c2ccccc23)c(OC)c1OC | -15% | -5% | -29%
43 | O=C(c1ccccc1)N1CCN(c2nc3ccc([N+](=O)[O-])cc3s2)CC1 | 6.5µM* | 10% | 5.2µM*
44 | CCC(CC)C(=O)N1N=C(c2ccc(NS(C)(=O)=O)cc2)CC1c1ccccc1 (configuration not stated) | ? | -21% | ?
45 | CCCc1c(-c2ccc(F)cc2)ncn1CCc1ccccc1OC | ? | . | 16µM*
46 | CCCOC(=O)c1c(-c2ccc(OC)cc2)oc2ccc(-c3ccc(OC)nc3)cc12 | ? | -5% | ?
47 | O=C1CC(C(=O)Nc2cccc(F)c2)n2c(nc3ccccc32)N1 (configuration not stated) | -21% | -4% | -13%
48 | CC(=O)N1CCc2cc(CNS(=O)(=O)c3ccc(Cl)s3)ccc21 | ? | -10% | 15µM*
49 | O=C1C[C@H]2CCCCC(=O)N3CC[C@@H](C1)[C@@H]23 | -1% | -3% | -4%
50 | Cc1ccc(NC(=O)CN(C)S(=O)(=O)c2ccc3nc(C)sc3c2)c(C)c1 | -6% | 0% | -17%
51 | Cc1ncoc1C(=O)N1CCCC(C(=O)c2cccc3ccccc23)C1 (configuration not stated) | ? | -11% | ?
52 | COc1ccc(CCNC(=O)CCc2cn(Cc3ccc(C)cc3)c3ccccc23)c(OC)c1OC | ? | -12% | ?
53 | Cc1ccc(NC(=O)COC(=O)c2c(-c3ccccc3)noc2C)c(C)c1 | ? | 1% | ?
54 | Cc1ccc(-c2noc(C3CCCN(C(=O)c4ccc(Cl)cc4)C3)n2)o1 (configuration not stated) | ? | -5% | 13µM*
55 | COc1ccc(C2Nc3ccccc3C(=O)N2NC(C)=O)cc1OC (configuration not stated) | 4% | -8% | 2%
56 | Cc1nn2c(-n3ccnc3C)c3c(nc2c1-c1ccccc1)CCC3 | 4% | -12%[0.501 µM] | -24%

(next part)
no. | Structure | TDP1 cell CPT | GCN5L2 inh | TDP1 cell noCPT
57 | O=C(CSc1nnc(-c2ccc(Cl)cc2)o1)N1CCc2ccccc21 | 5% | -1% | 0%
58 | OC(CN1CCOCC1)(c1ccccc1)c1ccccn1 (configuration not stated) | 0% | -2% | 6%
59 | CCc1cccc(NC(=O)c2cc3c(=O)[nH]c4ccccc4c3n2C)c1 | ? | 0% | 18µM*
60 | Cn1cnnc1SCC(=O)Nc1ccc(F)cc1F | -5% | -2% | -14%
61 | CCSc1oc(-c2cccs2)nc1S(=O)(=O)c1ccc(Br)cc1 | ? | -2% | ?
62 | Cc1ccc(C(C)(O)CS(=O)(=O)Cc2ccccc2)cc1 (configuration not stated) | 11% | -12% | -11%
63 | CCOC(=O)C1=C(C)NC(=NC)SC1c1ccccc1 (configuration not stated) | -30% | 0% | ?
64 | CN1CCN(c2ccc(NC(=O)c3cccc(OCc4ccccc4)c3)cc2)CC1 | 23µM* | -17% | 23µM*

Reprinted at random: three records from the list.
no. | Structure | TDP1 cell CPT | GCN5L2 inh | TDP1 cell noCPT
61 | CCSc1oc(-c2cccs2)nc1S(=O)(=O)c1ccc(Br)cc1 | ? | -2% | ?
60 | Cn1cnnc1SCC(=O)Nc1ccc(F)cc1F | -5% | -2% | -14%
63 | CCOC(=O)C1=C(C)NC(=NC)SC1c1ccccc1 (configuration not stated) | -30% | 0% | ?

Whole records, looked up by structure. Order of screens: TDP1 cell CPT, GCN5L2 inh, TDP1 cell noCPT
`O=C(CSc1nnc(-c2ccc(Cl)cc2)o1)N1CCc2ccccc21` is listed as 5%, -1%, 0%
`CCSc1oc(-c2cccs2)nc1S(=O)(=O)c1ccc(Br)cc1` is listed as ?, -2%, ?
`Cn1cnnc1SCC(=O)Nc1ccc(F)cc1F` is listed as -5%, -2%, -14%
`Cc1ccc(C(C)(O)CS(=O)(=O)Cc2ccccc2)cc1` (configuration not stated) is listed as 11%, -12%, -11%

(list continues)
no. | Structure | TDP1 cell CPT | GCN5L2 inh | TDP1 cell noCPT
65 | Cc1cccc(OCC(=O)NCC2(N3CCN(C)CC3)CCCCC2)c1 | ? | -7% | ?
66 | CCCCCCCCN(CCCCCCCC)c1ccc(/C=C/c2ccnc3ccccc23)cc1 | -3% | . | -21%
67 | NC(c1csc(NC(=O)Nc2cccc(Cl)c2)n1)c1ccccc1Cl (configuration not stated) | ? | . | ?
68 | O=S(=O)(NC(=S)NC1CCCCC1)c1ccc(Br)cc1 | 10% | -9% | ?
69 | COc1cc(/C=N/Nc2ccc(C)cc2)cc(Br)c1O | 2% | -10% | 4%
70 | COCCCNC(=S)NNC(=S)Nc1ccc(F)cc1F | -3% | -4% | -14%
71 | COc1ccc(C(=O)COC(=O)CCN2C(=O)C3CC=CCC3C2=O)c(OC)c1 (configuration not stated) | -2% | -10% | -11%
72 | Cc1ccccc1C(=O)Nc1nc(-c2cccnc2)cs1 | -13% | 3% | ?
73 | CCOc1ccc(N2Nc3n[nH]c(N)c3N2)cc1 | -11% | -5% | -10%
74 | Cc1ccc(N2CCN(CC(O)COc3cccc(C)c3)CC2)cc1 (configuration not stated) | 23µM* | ? | ?
75 | CC(C)(Sc1cc(C(C)(C)C)c(O)c(C(C)(C)C)c1)Sc1cc(C(C)(C)C)c(O)c(C(C)(C)C)c1 | -8% | -3% | ?
76 | O=C1CC(Nc2ccccc2)C(=O)N1CCc1ccccc1 (configuration not stated) | ? | -6% | -14%
77 | Cc1cc(C)c2oc(C(=O)Nc3ccc(S(=O)(=O)N4CCC(C)CC4)cc3)cc(=O)c2c1 | 10µM* | 4%&-3% | 7.3µM*
78 | O=C(CCNC(=O)Cn1ccc2ccccc2c1=O)NCC1CCCC1c1ccccc1 (configuration not stated) | -23% | -5% | 0%
79 | C(=N\n1cnnc1)/c1ccccc1OCCOc1ccccc1 | ? | -1% | ?
80 | COc1ccc(CCNC(=O)CCc2c(C)nc3c(c(C)nn3-c3ccccc3)c2C)c(OC)c1 | 23µM* | -3% | 16µM*

Three structures already listed, arranged by number of heavy atoms, highest first:
no. | Structure | TDP1 cell CPT | GCN5L2 inh | TDP1 cell noCPT
4 | CCOc1ccc(C(=O)Cc2cc(OC)c(OC)cc2[N+](=O)[O-])cc1 | -2% | -2% | -9%
48 | CC(=O)N1CCc2cc(CNS(=O)(=O)c3ccc(Cl)s3)ccc21 | ? | -10% | 15µM*
70 | COCCCNC(=S)NNC(=S)Nc1ccc(F)cc1F | -3% | -4% | -14%

Continuation.
no. | Structure | TDP1 cell CPT | GCN5L2 inh | TDP1 cell noCPT
81 | COc1cccc(C2/C(=C(\O)c3ccc4c(c3)OCCO4)C(=O)C(=O)N2CCCN2CCOCC2)c1OC (configuration not stated) | -3% | -7% | 19%
82 | CCN(CC)C(=O)C(=O)N/N=C/c1cccs1 | -19% | -9% | 6%
83 | O=C(NCCCc1ccccc1)c1cccc([N+](=O)[O-])c1 | -25% | -4% | -26%
84 | CCCCOc1ccc2c(c1)C(=O)c1cc(O)ccc1-2 | -11% | ? | ?

Screening results: PubChem, National Center for Advancing Translational Sciences (NCATS)

Rows were taken by chance (roughly 18% active in at least one column).
